Source: PubChem (several laboratories)
STK33 kinase inh: inhibitors of human STK33 kinase; Q9BYT3; purified STK33, MBP phosphorylation, ADP-Glo luminescence; inhibition, % at 10 µM; 320,000 tested, 0.073% active; AID 2661;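 active = inhibition at or above 25%, using the most active replicate where run in duplicate; inactive = inhibition below 25%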
OX1R antag-1: antagonists of human orexin 1 receptor; CHO/OX1R cells, Fluo-8 calcium fluorescence, orexin A; inhibition, % at 5 µM; 330,000 tested, 0.43% active; AID 434989;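 active = inhibition above its plate's threshold, mean inhibition of all tested compounds on the plate plus 3 SD, cut at about 37% in these data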;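 also: 0% = orexin A challenge wells and 100% = SB-334867-A antagonist wells; not every result past the cut was called active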
Target sequence (O43613 whole entry, looked up): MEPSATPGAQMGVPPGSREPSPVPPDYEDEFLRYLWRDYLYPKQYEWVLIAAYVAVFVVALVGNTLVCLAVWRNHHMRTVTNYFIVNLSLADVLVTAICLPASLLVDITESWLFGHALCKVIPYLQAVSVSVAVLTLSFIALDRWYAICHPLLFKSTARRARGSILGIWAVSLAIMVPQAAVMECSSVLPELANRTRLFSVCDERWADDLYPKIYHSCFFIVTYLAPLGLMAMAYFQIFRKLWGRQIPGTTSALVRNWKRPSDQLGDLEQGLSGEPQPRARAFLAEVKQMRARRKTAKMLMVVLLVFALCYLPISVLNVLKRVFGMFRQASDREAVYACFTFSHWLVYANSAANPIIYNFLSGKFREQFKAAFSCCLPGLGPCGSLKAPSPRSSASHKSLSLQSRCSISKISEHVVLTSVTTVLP
OX1R antag-2: blocks the human orexin 1 receptor | O43613 | OX1R-expressing cells, FRET antagonist read-out | inhibition, % at 6.6 µM | 330,000 tested, 1.8% active | AID 485270; in the data active = inhibition mostly above about 38%, no sharp cut-off; inactive = mostly below about 40%;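 also: 0% = agonist challenge alone and 100% = reference antagonist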
Active calls of the source: *; & = joins results of further samples. These rows are one share of the data; count on the stated rates, not on these rows.

Results for CC[N+](C)(CC)CCOC(=O)C(O)(c1ccccc1)C1CCCCC1 (stereo not drawn) ?
STK33 kinase inh: -0.3; OX1R antag-1: -15.9; OX1R antag-2: 5.2

What do the screens show for `CCOc1ccc(C(=O)OCCN(CC)CC)cc1`?
STK33 kinase inh: -0.9; OX1R antag-1: 12.4; OX1R antag-2: 7.5

What do the screens show for `Cc1ccc(CN2CCN(Cc3cccc4nccnc34)CC2CCO)cc1` (stereo not drawn)?
STK33 kinase inh: -0.2; OX1R antag-1: -12.9; OX1R antag-2: 9.9

Results for CC[n+]1c(C)sc2cc(OC)ccc21 ?
STK33 kinase inh: 0.3; OX1R antag-1: -21.3; OX1R antag-2: 4.0

What do the screens show for `c1ccc(CN(CC2=NCCN2)c2ccccc2)cc1`?
STK33 kinase inh: 0.2&-1.4; OX1R antag-1: -9.5&-12.8; OX1R antag-2: 16.9&11.2

How did COc1ccccc1N1CCN(CCCNc2cc(=O)n(C)c(=O)n2C)CC1 do in these assays?
STK33 kinase inh: -2.5; OX1R antag-1: -15.1; OX1R antag-2: 16.4

Results for CC(COc1ccccc1)NC(C)C(O)c1ccc(O)cc1 (stereo not drawn) ?
STK33 kinase inh: -0.6; OX1R antag-1: -6.8; OX1R antag-2: 2.8

How did CCN(CC)CCOC(=O)C1(c2ccccc2)CCCC1 do in these assays?
STK33 kinase inh: -2.9; OX1R antag-1: -4.4; OX1R antag-2: 19.5

Results for O=C(c1ccc(F)cc1)C1CCN(CCn2c(=O)[nH]c3ccccc3c2=O)CC1 ?
STK33 kinase inh: -0.1; OX1R antag-1: -10.1&-15.1; OX1R antag-2: 5.8&5.1

Results for Cc1nc2ccccn2c(=O)c1CCN1CCC(C(=O)c2ccc(F)cc2)CC1 ?
STK33 kinase inh: -1.4; OX1R antag-1: -19.8; OX1R antag-2: 16.6

How did Cn1c(=O)c2c(ncn2CC2OCCO2)n(C)c1=O do in these assays?
STK33 kinase inh: -0.9; OX1R antag-1: 12.4; OX1R antag-2: 14.2

Results for C=C[C@H]1CN2CC[C@H]1C[C@@H]2[C@@H](O)c1ccnc2ccc(OC)cc12 ?
STK33 kinase inh: 0.6&-0.4; OX1R antag-1: -22.4&-8.6; OX1R antag-2: 4.7&6.2

What do the screens show for `CCc1cc(=O)oc2c(CNC(Cc3ccccc3)C(=O)O)c(O)ccc12` (stereo not drawn)?
STK33 kinase inh: 0.1; OX1R antag-1: 2.9; OX1R antag-2: 6.7

Results for c1ccc(CC2=NCCN2)cc1 ?
STK33 kinase inh: -1.3; OX1R antag-1: -2.7; OX1R antag-2: 9.1

What do the screens show for `O=C(NCCc1c[nH]c2ccccc12)c1cccnc1`?
STK33 kinase inh: -0.2; OX1R antag-1: 17.3; OX1R antag-2: 18.5

How did COc1cc2c(c(OC)c1OC)-c1c(cc3c(c1OC)OCO3)[C@@H](OC(C)=O)[C@H](C)[C@H](C)C2 do in these assays?
STK33 kinase inh: 0.4; OX1R antag-1: -4.0; OX1R antag-2: 39.8

How did C=CC1=C(C(=O)O)N2C(=O)[C@@H](NC(=O)/C(=N\O)c3csc(N)n3)[C@H]2SC1 (stereo in doubt) do in these assays?
STK33 kinase inh: -0.7; OX1R antag-1: 0.3; OX1R antag-2: 17.9

How did COc1ccc(/C=C/C(=O)Nc2ccccc2C(=O)O)cc1OC do in these assays?
STK33 kinase inh: 1.0; OX1R antag-1: -3.0; OX1R antag-2: 28.0

How did O=C(CCN1CCC(c2ccccc2)C1)c1ccc2c(c1)OCCO2 (stereo not drawn) do in these assays?
OX1R antag-1: -20.9; OX1R antag-2: 19.7

How did CC12CCC(CC1)C(C)(C)O2 do in these assays?
STK33 kinase inh: 0.6; OX1R antag-1: 7.1; OX1R antag-2: 5.0

Results for CC(=O)c1ccc(S(=O)(=O)NC(=O)NC2CCCCC2)cc1 ?
STK33 kinase inh: -0.9; OX1R antag-1: -12.2; OX1R antag-2: 18.8

How did CN1CCN(C(c2ccccc2)c2ccccc2)CC1 do in these assays?
STK33 kinase inh: -1.9; OX1R antag-1: -16.6; OX1R antag-2: 9.7

What do the screens show for `CN1CCN(CCC(=O)N2c3ccccc3Sc3ccc(C(F)(F)F)cc32)CC1`?
STK33 kinase inh: 0.9; OX1R antag-1: -5.8; OX1R antag-2: 5.2

How did CCOc1ccc(NC(=O)Cn2cc(C(=O)c3ccco3)c3ccccc32)cc1 do in these assays?
STK33 kinase inh: -0.7; OX1R antag-1: -7.8; OX1R antag-2: 8.1

What do the screens show for `CC(=O)Nc1ccc(C(=O)O)cc1`?
OX1R antag-1: -7.2; OX1R antag-2: 1.0

What do the screens show for `OC(C#CCN1CCCC1)(c1ccccc1)c1ccccc1`?
STK33 kinase inh: -0.7; OX1R antag-1: -13.9; OX1R antag-2: 4.2

How did NC(=O)c1cn(Cc2c(F)cccc2F)nn1 do in these assays?
STK33 kinase inh: -1.4; OX1R antag-1: -1.1; OX1R antag-2: 11.8

Results for Cc1cc(-c2ccccc2)nnc1NCCN1CCOCC1 ?
STK33 kinase inh: -0.5; OX1R antag-1: -1.2; OX1R antag-2: 11.4

What do the screens show for `CCCCCCO`?
STK33 kinase inh: -1.0; OX1R antag-1: -10.4; OX1R antag-2: -1.1

Results for CC(=O)NC(Cc1ccccc1)C(=O)O (stereo not drawn) ?
STK33 kinase inh: -1.6; OX1R antag-1: -4.2; OX1R antag-2: 6.9

The closing seven records of the part before are carried over, then new ones follow.
How did CCOc1ccc(NC(=O)Cn2cc(C(=O)c3ccco3)c3ccccc32)cc1 do in these assays?
STK33 kinase inh: -0.7; OX1R antag-1: -7.8; OX1R antag-2: 8.1

What do the screens show for `CC(=O)Nc1ccc(C(=O)O)cc1`?
OX1R antag-1: -7.2; OX1R antag-2: 1.0

What do the screens show for `OC(C#CCN1CCCC1)(c1ccccc1)c1ccccc1`?
STK33 kinase inh: -0.7; OX1R antag-1: -13.9; OX1R antag-2: 4.2

How did NC(=O)c1cn(Cc2c(F)cccc2F)nn1 do in these assays?
STK33 kinase inh: -1.4; OX1R antag-1: -1.1; OX1R antag-2: 11.8

Results for Cc1cc(-c2ccccc2)nnc1NCCN1CCOCC1 ?
STK33 kinase inh: -0.5; OX1R antag-1: -1.2; OX1R antag-2: 11.4

What do the screens show for `CCCCCCO`?
STK33 kinase inh: -1.0; OX1R antag-1: -10.4; OX1R antag-2: -1.1

Results for CC(=O)NC(Cc1ccccc1)C(=O)O (stereo not drawn) ?
STK33 kinase inh: -1.6; OX1R antag-1: -4.2; OX1R antag-2: 6.9

Results for C=C[C@@H]1CN2CCC1C[C@@H]2[C@@H](O)c1ccnc2ccc(OC)cc12 (stereo partly drawn) ?
STK33 kinase inh: -1.2&-3.1; OX1R antag-1: -32.7&-22.9; OX1R antag-2: 14.0&6.1

Results for C/C=C(/C)C(=O)O[C@@H]1c2c(ccc3ccc(=O)oc23)OC(C)(C)[C@@H]1OC(=O)/C(C)=C\C ?
STK33 kinase inh: -0.6; OX1R antag-1: -10.6; OX1R antag-2: 19.4

How did CCOC(=O)c1ccc(N)cc1 do in these assays?
STK33 kinase inh: -1.3; OX1R antag-1: -8.6; OX1R antag-2: 5.5

What do the screens show for `CC1(C)Cc2c(sc(NC(=S)NC(=O)c3ccccc3)c2C(=O)O)CO1`?
STK33 kinase inh: -0.4; OX1R antag-1: -19.3; OX1R antag-2: 9.8

What do the screens show for `CC(=O)OCC1=C[C@@H]2OC(=O)C3=CO[C@@H](O[C@@H]4O[C@H](CO)[C@@H](O)[C@H](O)[C@H]4O)[C@H]1[C@@H]32`?
STK33 kinase inh: -0.7; OX1R antag-1: -18.9; OX1R antag-2: -0.7

How did CN1CCOC(c2ccccc2)c2ccccc2C1 (stereo not drawn) do in these assays?
STK33 kinase inh: -3.3; OX1R antag-1: -18.9; OX1R antag-2: 17.1

What do the screens show for `CN(C)CCOC(C)(c1ccccc1)c1ccccn1` (stereo not drawn)?
STK33 kinase inh: -1.6; OX1R antag-1: -13.2; OX1R antag-2: 4.4

Results for CC(C(=O)O)c1ccc(C(=O)c2cccs2)cc1 (stereo not drawn) ?
STK33 kinase inh: -1.4; OX1R antag-1: -0.7; OX1R antag-2: 8.2

Results for CCN(CC)CCNC(=O)c1cc(Cl)c(N)cc1OC ?
STK33 kinase inh: -0.7; OX1R antag-1: -11.4; OX1R antag-2: 14.2

What do the screens show for `CCCNC(C)C(=O)Nc1c(C)csc1C(=O)OC` (stereo not drawn)?
STK33 kinase inh: -0.3; OX1R antag-1: -3.4; OX1R antag-2: 18.6

Compounds shown so far that have two or more sulfur atoms:
How did C=CC1=C(C(=O)O)N2C(=O)[C@@H](NC(=O)/C(=N\O)c3csc(N)n3)[C@H]2SC1 (stereo in doubt) do in these assays?
STK33 kinase inh: -0.7; OX1R antag-1: 0.3; OX1R antag-2: 17.9

What do the screens show for `CC1(C)Cc2c(sc(NC(=S)NC(=O)c3ccccc3)c2C(=O)O)CO1`?
STK33 kinase inh: -0.4; OX1R antag-1: -19.3; OX1R antag-2: 9.8

Next records follow:
What do the screens show for `O=C(CCNNC(=O)c1ccncc1)NCc1ccccc1`?
STK33 kinase inh: 3.4; OX1R antag-1: -4.3; OX1R antag-2: 19.4

Results for Cc1c(NC(=O)c2cccnc2)c(=O)n(-c2ccccc2)n1C ?
STK33 kinase inh: -2.2; OX1R antag-1: -17.9; OX1R antag-2: 6.5

Results for OCCN1CCN(CCCN2c3ccccc3Sc3ccc(Cl)cc32)CC1 ?
STK33 kinase inh: -1.5; OX1R antag-1: -26.4; OX1R antag-2: 6.0

What do the screens show for `COc1ccc(C(=O)NCc2ccc(OCCN(C)C)cc2)cc1OC`?
STK33 kinase inh: -2.9; OX1R antag-1: -3.7; OX1R antag-2: 8.9

3 compounds from above, ordered by number of heavy atoms, ascending:
What do the screens show for `O=C(CCNNC(=O)c1ccncc1)NCc1ccccc1`?
STK33 kinase inh: 3.4; OX1R antag-1: -4.3; OX1R antag-2: 19.4

Results for Cc1c(NC(=O)c2cccnc2)c(=O)n(-c2ccccc2)n1C ?
STK33 kinase inh: -2.2; OX1R antag-1: -17.9; OX1R antag-2: 6.5

Results for OCCN1CCN(CCCN2c3ccccc3Sc3ccc(Cl)cc32)CC1 ?
STK33 kinase inh: -1.5; OX1R antag-1: -26.4; OX1R antag-2: 6.0
